# Bioassay records deposited in PubChem BioAssay by several laboratories.
# MITF TRPM1 inh – inhibitors of MITF-dependent TRPM1 promoter reporter, primary screen, cell-based, SK-MEL-5, single point, luciferase | SK-MEL-5 TRPM1 promoter luciferase, 24 h | inhibition, % at 12.5 µM | hit rate 0.83% among 330,000 | AID 488899, 2010;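 active = mean inhibition across replicates of 60% or more, whatever share of single replicates reaches that level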; note: values of inactives mirror those of a sister screen read the other way
# NR2E3 ag-1 – inhibitors of NR2E3-RetCOR corepressor binding, primary screen, NR2E3 agonist project, biochemical, TR-FRET, GST-NR2E3, biotin-RetCOR; Photoreceptor-specific nuclear receptor (Homo sapiens), Q9Y5X4; 1536-well; inhibition of corepressor binding, % at 4.78 µM; hit rate 0.12% among 320,000; AID 2300, 2010;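 active = percent inhibition above the cutoff of mean plus 3 SD of all tested compounds, set per screening campaign, cut at about 20% in these data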;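 note: 0% = DMSO wells and 100% = biotin wells as full block of FRET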
# Target sequence (Q9Y5X4 whole entry, looked up): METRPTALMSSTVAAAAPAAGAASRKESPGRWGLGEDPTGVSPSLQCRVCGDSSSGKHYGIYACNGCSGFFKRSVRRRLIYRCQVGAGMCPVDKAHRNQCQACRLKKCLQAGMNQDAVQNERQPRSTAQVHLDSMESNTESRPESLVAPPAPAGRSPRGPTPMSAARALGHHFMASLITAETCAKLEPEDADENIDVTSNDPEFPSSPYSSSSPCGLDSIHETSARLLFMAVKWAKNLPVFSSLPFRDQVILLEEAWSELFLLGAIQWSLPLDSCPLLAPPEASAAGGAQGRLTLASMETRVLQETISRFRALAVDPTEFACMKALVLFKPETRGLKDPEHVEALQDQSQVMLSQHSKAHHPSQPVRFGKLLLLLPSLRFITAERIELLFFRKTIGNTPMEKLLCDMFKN
#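 Material: NR2E3–RetCOR corepressor complex | Quantity: 1.35 nM GST-tagged NR2E3 final | Schedule: 5 h at 4 °C | Replication: Singlicate compound wells | Reagent: RetCOR corepressor, biotinylated, 7 nM | Controls: Biotin wells as high control, 0.6% DMSO wells as low control | Signal: TR-FRET, Eu(K)-anti-GST donor, streptavidin-D2 acceptor, ex 340, em 617/671 nm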
# HIF-2a inh – HIF-2a reporter inhibitors, primary screen, luminescence, 786-0 RCC cells | 786-0 RCC cells HIF-2a reporter, luciferase luminescence, overnight | inhibition, % at 18.8 µM | hit rate 0.72% among 360,000 | AID 624352, 2012;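 active = inhibition of the luminescence signal of 40% or more relative to plate controls, in a single-dose primary screen at 18.75 µM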
# NR2E3 ag-2 – NR2E3 agonists in two-hybrid cells, primary screen, cell-based, luminescence, CHO-S, Gal4-NCOR/VP16-NR2E3; Photoreceptor-specific nuclear receptor (Homo sapiens), Q9Y5X4; luciferase; inhibition of corepressor binding, % at 3.98 µM; hit rate 0.35% among 360,000; AID 602229, 2012;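 active = inhibition above the mean of all tested compounds plus 3 SD, cut at about 70% in these data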;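 note: 0% = DMSO with NR2E3 transfected cells and 100% = cells lacking NR2E3 construct; higher means lower luciferase signal from less NR2E3 corepressor binding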
# KKLEB tox – cytotoxicity in KKLEB CF airway cells, primary screen, cytotoxicity control for CF NF-kB inhibitor project, cell-based, uHTS, fluorescence assay plates; AID 602141, 2011; KKLEB CF airway cells viability, ATPlite luminescence, overnight; hits give low values; cells stimulated with P. aeruginosa culture filtrate; hit rate 0.36% among 360,000; activity change (cytotoxicity), % at 5 µM;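 active = corrected activity change at or below -50% at 5 µM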
# Shn3 inh set2 – reduction of Shn3 3'UTR firefly luciferase signal, primary screen, Schnurri-3 inhibitor project, cell-based, Clone20 osteoblasts, set 2. Clone20 osteoblast Shn3 3'UTR firefly luciferase, 24 h. hit rate 0.52% among 360,000. inhibition, % at 12.5 µM;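 active = mean inhibition of at least 75% with every replicate also reaching 75%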;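 note: 0% = median of neutral control wells and 100% = pilot-screen positive control compound; some compounds past the cut are filed as inactive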
# C8 TRAIL sens – viability loss with TRAIL in NB7+C8 cells, primary screen, TRAIL sensitizer project, cell-based, ATPlite luminescence | AID 624354, 2012 | inhibition (viability loss, TRAIL sensitization), % at 10 µM | hit rate 1% among 360,000;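 active = compounds causing at least 50% loss of cell viability in the single-dose screen, relative to plate controls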
# Peg3 promoter – Peg3 promoter-driven luciferase inhibitors, primary screen, cell-based, HeLa, luciferase luminescence. hit rate 1.7% among 360,000. inhibition, % at 20 µM. HeLa PEG-Prom luciferase reporter, overnight;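 active = inhibition of at least 50% at 20 µM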
# CF NFkB block – inhibitors of PAF-induced NF-kB signaling, primary screen, cell-based, GFP fluorescence, uHTS; KKLEB NF-kB-GFP reporter, GFP fluorescence overnight; inhibition, % at 5 µM; hit rate 0.86% among 360,000;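 active = at least 50% inhibition at 5 µM, scaled per plate between neutral and stimulator controls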;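 note: PAF is a Pseudomonas aeruginosa culture filtrate used as stimulus; plate controls were PAF-stimulated DMSO wells for no effect and unstimulated DMSO wells for full effect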
# LMP1 NFkB inh – EBV LMP1-driven NF-kappaB luciferase reporter inhibitors, primary screen, cell-based, luminescence, single point | inhibition, % at 12.5 µM | hit rate 0.69% among 350,000 | LMP1-induced NF-kappaB luciferase reporter cells; in the data active = inhibition above about 41%;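 note: 0% = neutral control wells and 100% = reference inhibitor control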
# hiPSC survival – enhancers of single-cell hiPSC survival, primary screen, ATPlite luminescence; 100% = ROCK inhibitor wells, 0% = DMSO; survival enhancement, % at 20 µM; hit rate 0.044% among 360,000; in the data active = survival enhancement above about 18%;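 note: cells exposed to compounds for 16 hours before the ATP read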
# Active calls of the source: *; · = no result given. Not all compounds are listed; the hit share may differ from the screen's.
SMILES,MITF TRPM1 inh,NR2E3 ag-1,HIF-2a inh,NR2E3 ag-2,KKLEB tox,Shn3 inh set2,C8 TRAIL sens,Peg3 promoter,CF NFkB block,LMP1 NFkB inh,hiPSC survival
CCOCCn1c(=NC(=O)c2ccc(S(=O)(=O)N3CCOCC3)cc2)sc2cc(S(N)(=O)=O)ccc21,6,5,29,-34,-17,36,-8,14,5,1,0.4
COc1ccc(OC)c(S(=O)(=O)Nc2ccccc2C)c1,2,-1,-8,7,9,-14,-4,12,3,12,-0.1
O=C(C1CCC1)N1CCN(S(=O)(=O)c2cccc(F)c2)CC1,10,-4,10,-25,23,-9,8,10,-25,-1,-0.4
Cc1ccc(S(=O)(=O)NCCC(=O)Oc2ccc3ccc(=O)oc3c2)cc1,9,3,12,-3,5,-3,-18,7,-2,-3,1.0
CN(C)c1cccc(C(=O)OC(C(=O)Nc2ccc([N+](=O)[O-])cc2Br)c2ccccc2)c1 (stereo not given),7,1,22,-9,-10,-8,-3,-46,1,2,2.2
Cc1cccc(NC(=O)CN(C)S(=O)(=O)c2ccccc2)n1,-15,2,4,-23,9,-11,-13,10,0,-8,-2.2
CCn1c(=N)n(CC(=O)c2cccc([N+](=O)[O-])c2)c2ccccc21,-50,-2,-276,-84,-10,-61,5,-236,-32,-20,-1.6
CCN1CCN(c2c(Cl)cccc2NC(=O)c2cc3ccccc3o2)CC1,-5,5,-8,4,5,0,-19,-7,-24,0,0.0
CCN(CC)C(=O)[C@H]1C[C@H](CC(=O)NCCCN(C)C)C(=O)N2CCc3c([nH]c4ccc(Cl)cc34)[C@]12C,-16,·,-10,27,-1,-20,-20,9,4,2,-1.8
COc1cc2[nH]c(=O)c(C(=O)NCc3ccccc3Cl)c(O)c2cc1OC,7,·,6,-24,-6,-27,-13,-21,5,-19,1.3
CCc1ccc(NC(=O)CSc2nccn(-c3ccc4c(c3)OCCO4)c2=O)cc1,3,·,-3,2,-6,-74,2,-34,21,3,-0.4
c1ccc(-c2noc(CSc3nnnn3C3CCCCC3)n2)cc1,-23,-1,-74,-46,-1,-17,-5,-38,11,0,-1.4

# Three compounds already listed, ordered by the number in NR2E3 ag-2, largest number first.
SMILES | NR2E3 ag-2
COc1ccc(OC)c(S(=O)(=O)Nc2ccccc2C)c1 | 7
Cc1ccc(S(=O)(=O)NCCC(=O)Oc2ccc3ccc(=O)oc3c2)cc1 | -3
CCn1c(=N)n(CC(=O)c2cccc([N+](=O)[O-])c2)c2ccccc21 | -84

# Next section
SMILES,MITF TRPM1 inh,NR2E3 ag-1,HIF-2a inh,NR2E3 ag-2,KKLEB tox,Shn3 inh set2,C8 TRAIL sens,Peg3 promoter,CF NFkB block,LMP1 NFkB inh,hiPSC survival
O=C(NO)c1cc(OCC(F)(F)F)ccc1OCC(F)(F)F,8,-3,24,5,-1,-20,51*,6,-11,-7,-1.0
Cn1c(SCC(=O)NC(=O)c2cccc([N+](=O)[O-])c2)nnc1-c1ccc(F)cc1,-3,2,10,-6,-1,10,-5,-7,0,6,1.7
COc1ccc(Cl)cc1C(=O)NNC(=O)c1ccncc1,1,-1,0,13,7,5,-10,2,2,1,-0.5
O=C(CSc1nccc(=O)[nH]1)Nc1ccc2c(c1)OCCO2,-8,1,-162,-70,-8,-150,16,-192,6,-35,1.2
CC1CC(C)CN(S(=O)(=O)c2ccc(C(=O)N3CCN(c4ccccc4)CC3)cc2)C1 (stereo not given),1,4,16,12,-1,43,12,27,-30,10,-0.3
COc1ccc(S(=O)(=O)N2CCCCC2C(=O)O)cc1OC (stereo not given),0,2,10,-14,2,0,7,8,-9,5,-1.4
CCc1nc(N2CCN(C(=O)c3ccco3)CC2)c2oc3ccccc3c2n1,-11,2,-143,4,-8,19,-20,32,14,-4,-0.9
N#C/C(=C\c1cccs1)Sc1nc2ccccc2s1,-19,2,-104,-30,-7,-33,9,-51,-20,-7,0.6
COc1ccc(CN2CCN(C(=O)c3cccc4ccccc34)CC2)cc1OC,12,0,15,-5,-13,-6,9,21,46,5,-0.1
CCOc1ccc(N(C)C(=O)CCc2nnc3ccc(N4CCC5(CC4)OCCO5)nn23)cc1,7,0,1,-3,8,11,-15,-1,-11,1,-0.4
Cc1ccc(N2CCN(C(=O)c3cc(C(=O)c4ccccc4C)c[nH]3)CC2)c(C)c1,27,-2,19,5,38,44,-10,25,4,-3,2.6
CCn1nc(C)c(CNC(=O)C2CCC(=O)N(CCc3ccc(Cl)cc3)C2)c1C (stereo not given),-1,-3,3,-2,-4,-5,-2,16,4,-2,2.4
CCOC(=O)c1ccc(NC(=O)Cn2ccc([N+](=O)[O-])n2)cc1,-2,-4,5,-39,1,36,-1,11,17,-12,2.0
COc1cc(OC)nc(N/N=C(\c2ccccc2)c2ccncc2)n1,-3,1,5,-25,-3,-2,5,-17,3,3,-2.7
CC1CCCN(CCCNC(=O)C2CCCN(c3ncnc4c3nc3n4CCCCC3)C2)C1 (stereo not given),-13,2,17,3,-8,-21,-19,4,-8,-7,0.3
Cc1ccc(NC2CCCN(C(=O)c3cccnc3)C2)cc1C (stereo not given),8,-6,7,-15,-6,-8,-2,10,-3,-9,2.2
CCNC(=S)NC1CC2CCC(C1)N2Cc1ccccc1 (stereo not given),1,2,4,-25,-15,-7,-5,-6,-6,0,-1.3
C#CCOCCOCCOCCNc1nc(N2CCN(C(=O)Cn3cc(CC(C)O)nn3)CC2)nc(N2CCN(C(=O)[C@H]([C@@H](C)O)n3cc(CCCCN)nn3)CC2)n1 (stereo not given in full),-4,·,-8,-13,1,-30,-8,6,1,3,0.0
O=C(NCCOc1ccccc1)c1ccccc1Cl,-74,0,-163,-119,13,-9,10,-169,-9,-23,-0.4
O=C(COC(=O)C1(c2ccc(F)cc2)CCCC1)NCc1ccco1,4,-2,22,-31,-11,-14,-2,15,12,-1,0.8
Cc1c(CN2CCc3c([nH]c4ccccc34)C2C2CCCCC2)cnn1C (stereo not given),15,1,19,11,8,-14,-4,-1,0,-7,2.2
C=CCOc1cccc(C2C(C(=O)c3ccco3)=C(O)C(=O)N2Cc2cccnc2)c1 (stereo not given),-16,0,-4,-10,-1,-2,-9,8,17,-3,0.5
O=C(CCc1nnc2n(CCc3ccccc3)c(=O)c3ccccc3n12)NCCCN1CCCCC1,-47,0,-20,13,-1,-15,4,-15,-28,-15,0.1
CCN(CC)C(=O)CN1C(=O)C2(OCC(C)(c3ccccc3)CO2)c2ccccc21 (stereo not given),-5,-2,-9,-6,-6,57,-9,-63,13,-5,2.9
O=C(O)C(NC(=O)c1ccccc1)=C(Cl)Cl,-6,4,10,-22,0,-4,-7,-3,-8,-29,-2.0
Cc1cc(/C=C2\SC(N)=NC2=O)c(C)n1-c1ccc(F)cc1,-35,1,-166,5,-10,-57,24,-123,12,-23,-2.6
COc1ccc(C(=O)N2CCC3(CC2)NCCc2[nH]cnc23)cc1,5,0,9,-3,14,-17,-6,8,13,6,0.9
COc1ccccc1NC(=O)CCC(=O)OCc1ccc(Cl)cc1,4,0,13,-15,-4,-4,-8,4,11,-13,4.8
O=C(CCc1ccccc1)NC1(Cc2ccccc2)CCN(CCCc2ccccc2)C1=O (stereo not given),0,-1,-3,41,3,21,-7,29,8,-3,4.1
Cc1cc(N(C(=O)c2ccco2)C(C(=O)NC2CCCCC2)c2ccccc2)ccc1-n1cnnn1 (stereo not given),5,0,-1,-12,2,-15,-20,14,-16,-1,1.5
Cc1ccc(S(=O)(=O)N2CCN(C(=O)c3cc(=O)c4ccccc4o3)CC2)cc1,-9,4,13,-8,-2,-6,7,3,6,-2,0.9
CCN(/N=C/c1ccccc1)c1cc(=O)n(C)c(=O)[nH]1,-5,3,14,5,17,-16,-3,-7,-20,3,0.4
CCOC(=O)c1cc(C)nc(S(C)(=O)=O)c1C#N,1,-2,24,-4,3,8,-10,20,2,5,-0.7
COC(=O)CC(NC(=O)CN1CCN(c2ccc(F)cc2)CC1)c1cccc(F)c1 (stereo not given),-11,0,7,-7,9,2,8,6,-1,2,-0.1
COc1ccc(OCCN(C)CC(=O)Nc2ccccc2SC)cc1,-3,-5,-11,-4,1,23,-33,5,7,0,0.6
O=C(COc1ccccc1Cl)N1CCN(c2ccc([N+](=O)[O-])c(N3CCCCC3)c2)CC1,-1,2,-29,6,0,32,5,27,-7,-1,-0.6
O=C(COc1ccc(Br)cc1)NCCNC(=O)c1ccncc1,10,1,1,8,11,5,17,16,-10,-15,-0.2
O=C(NCCS(=O)(=O)N1CCCC1)c1ccccc1,-7,1,-5,16,-2,4,3,-8,-21,4,0.6
COC(=O)c1ccc(CSC(=N)N)o1,-14,-1,10,-43,10,-10,-18,3,-17,-10,1.1
COc1ccc(N2CCN(C(=O)COC(=O)c3cccc(OC)c3O)CC2)cc1,-12,·,-1,-7,13,-1,10,-7,-23,3,4.6
O=C(CCSc1nc(-c2ccco2)cc(C(F)(F)F)n1)NCCc1ccccc1,-3,2,-61,-17,-19,-8,-5,-41,5,-6,0.5
COCCCNC(=O)C[C@H]1C[C@H](C(=O)N2CCOCC2)[C@@]2(C)c3[nH]c4ccc(Cl)cc4c3CCN2C1=O,5,·,8,-6,7,-10,-4,-2,-2,-3,-1.4
O=C(Oc1ccc(N(C(=O)c2ccncc2)S(=O)(=O)c2ccc(F)cc2)cc1)c1ccncc1,4,6,16,2,3,-4,2,16,44,6,-1.3
CN1C(=O)[C@H]2[C@@H](c3ccc(C(F)(F)F)cc3)N[C@]3(CCCN(Cc4ccc(Br)cc4)C3=O)[C@H]2C1=O,·,·,5,8,-14,40,11,-6,-3,-1,-2.9
CCc1ccccc1NC(=O)Cn1nnc(C(=O)NCc2cccc(OC)c2)c1N,9,-2,8,7,2,15,14,22,4,-4,0.3
Cc1cccc(Nc2sc(C(=O)c3cc4cc(Cl)ccc4o3)c(N)c2C#N)c1,-8,-1,-26,-3,-5,3,8,-15,-6,-8,-0.7
CC(=O)Nc1ccc(NS(=O)(=O)c2cc(Cl)sc2Cl)cc1,-16,0,19,-1,7,4,-1,-3,-11,10,-0.1
